Screens from PubChem BioAssay.
HSP90 inh – HSP90 inhibitors, primary screen, cell lysate, luminescence. Rabbit reticulocyte lysate, luciferase refolding luminescence, 3 h. inhibition, % at 5.6 µM. 290,000 compounds, 0.91% hits. AID 1789, 2009;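 active = inhibition above the screen-wide mean plus 3 SD, computed separately per campaign, cut at about 16% in these data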;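 also: 0% = DMSO wells and 100% = 60 µM geldanamycin wells; inhibitors lower the luminescence because luciferase stays unfolded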
GSK3A inh – blockers of GSK3A enzyme activity – biochemical, luminescence, cell-free homogeneous, HTS, primary screen. GSK-3 alpha kinase, ADP-Glo luminescence, 60 min. inhibition, % at 10 µM. 320,000 compounds, 0.1% hits. AID 2650, 2010;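 in the data active = inhibition above about 50%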;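 also: GST-tagged GSK-3 alpha with peptide substrate and 25 µM ATP; 0% = DMSO neutral wells and 100% = GW8510 positive control wells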
Target sequence (P49840 whole entry, looked up): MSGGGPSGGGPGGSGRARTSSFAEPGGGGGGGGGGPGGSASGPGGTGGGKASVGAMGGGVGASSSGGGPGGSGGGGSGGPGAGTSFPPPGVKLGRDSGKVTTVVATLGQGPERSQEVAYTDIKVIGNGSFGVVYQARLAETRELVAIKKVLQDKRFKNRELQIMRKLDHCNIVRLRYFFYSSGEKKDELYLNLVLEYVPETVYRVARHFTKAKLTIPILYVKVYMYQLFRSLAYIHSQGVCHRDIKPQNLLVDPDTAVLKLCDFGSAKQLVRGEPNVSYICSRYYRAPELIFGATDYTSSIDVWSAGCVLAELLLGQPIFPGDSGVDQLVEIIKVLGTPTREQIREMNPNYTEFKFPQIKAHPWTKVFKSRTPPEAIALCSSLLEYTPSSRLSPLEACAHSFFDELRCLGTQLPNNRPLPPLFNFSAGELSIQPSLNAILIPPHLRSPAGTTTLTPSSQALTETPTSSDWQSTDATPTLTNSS
Dyrk1A ADPGlo – rat Dyrk1A kinase inhibitors, primary screen, biochemical, single point, plate reader; Dual specificity tyrosine-phosphorylation-regulated kinase 1A (Rattus norvegicus), Q63470; ADP-Glo luminescence, NFATc1 peptide; inhibition, % at 12.5 µM; 310,000 compounds, 0.43% hits; AID 504441, 2011; in the data active = inhibition above about 50%;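 also: plate controls were vehicle with enzyme for no effect and no enzyme for full effect; many of its hits are not listed in these tables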
Platelet DG rel – inhibitors of platelet dense granule secretion, primary screen, cell-based, MLPCN, human platelets; human platelet-rich plasma, SFLLRN dense granule ATP release, luminescence; inhibition, %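 (compounds screened at 7.5 µM in platelet-rich plasma)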; 300,000 compounds, 0.22% hits; AID 1663, 2009;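 active = mean replicate score, as percent of positive control, at or above 50; inconclusive = mean below 50 but at least one replicate at or above 50; inactive = mean and every replicate below 50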
HSF1 activator – HSF-1 activators, primary screen, NIH3T3-HGL cells, MG132 stress, luminescence, single point | NIH3T3-HGL HSF-1 luciferase reporter, 8 h; 100% = twice DMSO control signal | activation, % at 9 µM | 300,000 compounds, 1.7% hits;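 active = mean replicate activation of at least 50% with a set share of replicates each reaching 50%; inconclusive = only one of those two conditions met; inactive = mean below 50% and too few replicates reaching it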;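 also: 0% = median of the neutral control wells and 100% = twice that signal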
HSF1 inh – HSF1 inhibitors in luciferase reporter cells, primary screen, cell-based, NIH3T3, luminescence; NIH3T3-HGL HSE-luciferase, MG132-induced, luminescence 8 h; hits give low values; activity change, negative = inhibition, % at 7.5 µM (by protocol); 300,000 compounds, 0.77% hits;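 active = more than half of replicate wells show activity change below -50%, luminescence cut by over half; inconclusive = some wells, but at most half, below -50%; inactive = no replicate well below -50%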;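 also: luciferase reports HSF-1 transcriptional activity via heat shock element; 0% = median of DMSO wells and -100% = zero luminescence signal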
PolyA inhibitor – polyadenylation inhibitors in yeast reporter cells, primary screen, luminescence, S. cerevisiae | calls only at 12 µM | S. cerevisiae SKY197-pL101 polyadenylation reporter, beta-gal luminescence; efflux-impaired pdr1/pdr3 knockout yeast; score 100 = 6 SD above DMSO | 300,000 compounds, 0.02% hits | AID 1875, 2009;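 active = lowest replicate activity score at least 50, where 100 means six control SD above control mean; inconclusive = lowest score under 50 but half or more replicates reach 50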;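 also: yeast exposed to compound for 9 h at 30 °C; higher score means more reporter readthrough which indicates perturbed polyadenylation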
AI-2 QS mod – Vibrio harveyi AI-2 quorum sensing modulators, primary screen, JMH597 strain, luminescence/OD600 ratio; Vibrio harveyi JMH597 AI-2 luminescence/OD600 ratio, 9 h; hits give low values; strain lacks LuxN and CqsS sensors; 0 = neutral-control median; activity change, % at 7.5 µM; 300,000 compounds, 0.4% hits; AID 2094, 2009; in the data active = activity change below about -75%, passing the limit was not always enough; inconclusive = no clear call, values can overlap the other calls;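 also: luminescence divided by OD600 gain over 9 h not by final OD600 alone; inactives centre near 13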
GSK3B inh – human GSK3beta kinase inhibitors, primary screen, biochemical, cell-free homogeneous, HTS; Glycogen synthase kinase-3 beta (Homo sapiens), P49841; GST-GSK3beta kinase, ADP-Glo luminescence, 60 min; hits give low values; activity score (negative = inhibition), % at 10 µM; 300,000 compounds, 0.038% hits; AID 2097, 2009;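 active = more than half of replicate wells score below -50%, meaning over 50% inhibition versus plate controls; inconclusive = some replicates but at most half score below -50%; inactive = no replicate scores below -50%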;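 also: 0% = median DMSO wells and -100% = median GW8510 positive control wells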
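test system = GST-tagged human GSK3beta kinase, cell-free | reagent = 25 µM ATP with peptide substrate | dosing = one dose of 10 µM per compound | schedule = 60 min reaction, RT | detection = luminescent ADP-Glo measurement of ADP formed | control set = DMSO neutral wells and GW8510 at 20 µM as positive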
HDAC3 inhib – HDAC3 deacetylase inhibitors, primary screen, biochemical, fluorescence, cell-free homogeneous. Histone deacetylase 3 (Homo sapiens), O15379. recombinant HDAC3, fluorogenic peptide/trypsin coupled. inhibition, % at 8.3 µM. 320,000 compounds, 0.15% hits. AID 2718, 2010; in the data active = inhibition above about 26%, passing the limit was not always enough; inconclusive = no clear call, values can overlap the other calls
Target sequence (O15379 whole entry, looked up): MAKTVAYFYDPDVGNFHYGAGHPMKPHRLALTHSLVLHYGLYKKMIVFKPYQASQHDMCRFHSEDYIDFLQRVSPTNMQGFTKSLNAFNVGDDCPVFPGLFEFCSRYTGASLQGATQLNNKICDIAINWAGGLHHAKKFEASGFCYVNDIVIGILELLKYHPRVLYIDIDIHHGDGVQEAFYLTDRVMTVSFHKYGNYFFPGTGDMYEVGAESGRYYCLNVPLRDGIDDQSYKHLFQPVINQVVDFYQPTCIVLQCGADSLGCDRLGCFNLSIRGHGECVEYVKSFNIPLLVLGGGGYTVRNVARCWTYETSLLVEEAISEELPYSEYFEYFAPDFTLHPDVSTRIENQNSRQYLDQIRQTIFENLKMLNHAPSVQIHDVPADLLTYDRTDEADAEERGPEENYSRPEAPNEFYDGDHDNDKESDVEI
An asterisk follows results filed as active; i = inactive; u = inconclusive; x = not tested or not shown.

1	CCOc1ccc(CCNC(=O)CN2C(=O)c3cccnc3Oc3ccc(Cl)cc32)cc1
2	CCOC(=O)c1ccc(NC(=O)Cn2nnc(-c3ccccc3)n2)cc1
3	CCOc1cc(CNc2ccccc2)cc(Br)c1OCc1ccccc1F
4	CC(C)C(=O)N1CCN(c2cc(N3CCN(C)CC3)c(F)cc2[N+](=O)[O-])CC1
5	COc1ccc(CCN2CN(S(=O)(=O)c3ccccc3)c3nc4ccccc4nc32)cc1
6	CCCCNC(=O)C1CCN(S(=O)(=O)N2CCCCCC2)CC1
7	CC(NCc1ccc(S(N)(=O)=O)cc1)C(=O)Nc1cc([N+](=O)[O-])ccc1Cl (centres undefined)
8	O=C(COc1ccccc1F)NNC(=O)c1cccc(-n2cccc2)c1

compound no.	1	2	3	4	5	6	7	8
Dyrk1A ADPGlo	-1	-1	5	-6	6	-2	x	-7
HDAC3 inhib	1	4	7	6	10	1	-4	8
GSK3A inh	0	-2	0	3	-2	1	0	-1
Platelet DG rel	10	1	3	-2	-11	-17	-34	20
HSP90 inh	-1	2	-1	6	-1	0	-1	1
PolyA inhibitor	i	i	i	i	i	i	i	i
HSF1 activator	8	-3	3	8	22	-12	-8	3
GSK3B inh	2	0	1	-2	1	4	2	-4
HSF1 inh	-5	3	6	-4	3	1	-3	-1
AI-2 QS mod	14	-5	9	23	10	18	-4	4

4 records drawn at random from those above, as already listed:
7	CC(NCc1ccc(S(N)(=O)=O)cc1)C(=O)Nc1cc([N+](=O)[O-])ccc1Cl (centres undefined)
1	CCOc1ccc(CCNC(=O)CN2C(=O)c3cccnc3Oc3ccc(Cl)cc32)cc1
5	COc1ccc(CCN2CN(S(=O)(=O)c3ccccc3)c3nc4ccccc4nc32)cc1
8	O=C(COc1ccccc1F)NNC(=O)c1cccc(-n2cccc2)c1

compound no.	7	1	5	8
Dyrk1A ADPGlo	x	-1	6	-7
HDAC3 inhib	-4	1	10	8
GSK3A inh	0	0	-2	-1
Platelet DG rel	-34	10	-11	20
HSP90 inh	-1	-1	-1	1
PolyA inhibitor	i	i	i	i
HSF1 activator	-8	8	22	3
GSK3B inh	2	2	1	-4
HSF1 inh	-3	-5	3	-1
AI-2 QS mod	-4	14	10	4

Other entries follow.
9	Cc1cc(C)c(NC(=O)CSc2nc(=O)n(CCN3CCOCC3)c3c2CCCC3)c(C)c1
10	O=S(=O)(NCCc1ccccc1)c1cccc2cccnc12
11	CCn1nc(CC(=O)Nc2nnc(CC(=O)N3CCOCC3)s2)c2ccccc2c1=O
12	O=C(NCCc1ccc(Cl)cc1)Nc1cccc(Cl)c1
13	COc1ccc(S(=O)(=O)NC(CC(=O)NCCc2ccc(OC)c(OC)c2)c2ccco2)cc1 (centres undefined)
14	Cc1ccnc(SCC(=O)N2CCN(c3cccc(Cl)c3)CC2)n1
15	COc1cccc(/C=N/NC(=S)Nc2cccc(C(=O)O)c2)c1
16	O=C(C[n+]1ccc2ccccc2c1)Nc1cc(C(F)(F)F)ccc1Cl

compound no.	9	10	11	12	13	14	15	16
Dyrk1A ADPGlo	4	4	-4	-1	3	-1	6	0
HDAC3 inhib	-1	-1	5	9	x	-3	9	0
GSK3A inh	-2	-1	0	0	x	-4	-1	2
Platelet DG rel	40	-3	-4	-6	-3	5	-4	-4
HSP90 inh	x	-3	-1	2	-3	-1	3	5
PolyA inhibitor	i	i	i	i	i	i	i	i
HSF1 activator	-12	20	-6	-4	9	4	-49	13
GSK3B inh	0	-6	1	-3	0	2	1	-3
HSF1 inh	2	1	3	-3	2	-1	-47	13
AI-2 QS mod	1	4	13	7	4	26	41	31

17	O=C(CSc1nc2ccccc2o1)N1CCOCC1
18	CCc1nnc(SCC(=O)Nc2nnc(C)s2)n1CC1CCCO1 (centres undefined)
19	Cn1ccnc1Sc1ccc(C=O)cc1[N+](=O)[O-]
20	CCCn1nnnc1NC(=O)CSc1ccc(Cl)cc1
21	O=C1COCCOCCOCC(=O)NCCN1
22	CCOC(=O)C1CCN(C(=O)c2ccc3c(c2)NC(=O)/C(=C\c2cccc(C)c2)S3)CC1
23	COCc1ccc(C(=O)N2CCCC(C(=O)c3cc(F)ccc3F)C2)s1 (centres undefined)
24	CCCCC1=CC2=C(c3ccco3)C(=O)C(C)(OC(=O)c3ccc(OC)cc3)C(=O)C2=CN1Cc1ccccc1 (centres undefined)

compound no.	17	18	19	20	21	22	23	24
Dyrk1A ADPGlo	x	-1	2	3	0	-2	2	-11
HDAC3 inhib	-3	-5	-5	0	1	-3	-3	2
GSK3A inh	-1	1	-1	-3	0	0	2	-1
Platelet DG rel	7	5	6	-1	-2	1	2	5
HSP90 inh	-5	-2	-1	2	1	-1	3	x
PolyA inhibitor	i	i	i	i	i	i	i	i
HSF1 activator	10	-13	0	-4	14	1	1	32
GSK3B inh	3	-1	5	-4	1	0	-1	2
HSF1 inh	2	-5	-1	0	15	-2	2	18
AI-2 QS mod	8	14	36	6	17	x	7	9

25	CC(=O)c1ccc(NCC2COc3ccccc3O2)c([N+](=O)[O-])c1 (centres undefined)
26	CC(C)c1cccc(C(C)C)c1NC(=O)COC(=O)c1ccc2c(c1)S(=O)(=O)c1ccccc1C2=O
27	Cc1cccc(N2CCN(C(=O)c3c(-c4ccccc4Cl)noc3C)CC2)c1C
28	O=C(NC12CC3CC(CC(C3)C1)C2)c1cccnc1
29	COc1cc2c(cc1OC)CN(C(=O)c1ccc(S(=O)(=O)N3CCCCC3)cc1)CC2
30	CSc1nc(SCC(=O)NC(c2ccccc2)c2ccccc2)c2c3c(sc2n1)CN(C)CC3
31	CCCCC(CC)C(=O)Nc1ncc([N+](=O)[O-])s1 (centres undefined)
32	CC(=O)OC1CCC2C3CCC4=CC(=O)CCC4(C)C3CCC2(C)[C@]1(C)O (some centres undefined)

compound no.	25	26	27	28	29	30	31	32
Dyrk1A ADPGlo	3	-1	10	6	-2	2	3	3
HDAC3 inhib	3	-15	11	-18	2	0	6	0
GSK3A inh	0	-2	-1	-2	0	0	36	-4
Platelet DG rel	-1	-28	-7	-5	-10	0	0	4
HSP90 inh	0	5	4	-1	-2	6	-2	x
PolyA inhibitor	i	i	i	i	i	i	i	i
HSF1 activator	u	0	-22	-11	2	-6	9	5
GSK3B inh	-4	0	-5	-1	-2	-4	-20	6
HSF1 inh	44	-6	-13	-4	-7	-9	-2	-2
AI-2 QS mod	31	23	2	20	14	28	2	29

33	Cc1c(O)ccc2c(=O)c(Oc3ccccc3)coc12
34	O=C(CBr)c1ccc([N+](=O)[O-])c(CS(=O)(=O)c2ccc(Cl)cc2)c1
35	CCOC(=O)C(=O)Nc1ccc(OCc2ccccc2)cc1
36	CC(C)C(=O)NN(C(=O)c1ccccc1)c1ccccc1
37	O=C(CSc1n[nH]c(-c2cccnc2)n1)Nc1ccc(Br)cc1
38	Oc1ccc(-c2ccccc2)cc1CN1CCCCCC1
39	CC(C)(C)C(=O)Nc1ccc(C(=O)NNC(=O)Cc2ccccc2)cc1
40	COc1ccccc1NC(=O)Cn1nc(Cc2cccnc2)c2ccccc2c1=O

compound no.	33	34	35	36	37	38	39	40
Dyrk1A ADPGlo	-1	-1	-1	-2	1	0	4	0
HDAC3 inhib	-2	3	4	3	12	-3	-8	x
GSK3A inh	-1	5	1	x	24	-1	-3	2
Platelet DG rel	-2	0	9	15	-1	2	-2	-3
HSP90 inh	1	8	0	-5	-4	-3	1	-1
PolyA inhibitor	i	i	i	i	i	i	i	i
HSF1 activator	16	60*	-19	-4	4	6	-18	-9
GSK3B inh	-2	-3	-5	-1	-7	3	0	-1
HSF1 inh	2	53	-5	-1	1	-3	-3	0
AI-2 QS mod	13	-3	20	9	-36	20	45	6

41	CCOC(=O)N1CCN(c2c(NCc3ccc(Cl)cc3)c(=O)c2=O)CC1
42	O=C1CCN(S(=O)(=O)c2ccccc2)C2CCCCC12 (centres undefined)
43	COc1ccc(CN(Cc2nc3ccccc3c(=O)[nH]2)C(=O)c2ccco2)cc1
44	COc1ccc(C(=O)NN2CCOCC2)cc1[N+](=O)[O-]
45	Cc1ccc(NC(=O)CCCN2C(=S)NC(C)(C)CC2C)cc1 (centres undefined)
46	CCOc1ccccc1/C=c1\sc2nc(-c3ccco3)nn2c1=O
47	OCCN1CCN(c2nc(-c3ccccc3)c3cc(Cl)ccc3n2)CC1
48	CCN(CC)CCn1c2c(c(SCC(=O)Nc3cc(OC)cc(OC)c3)nc1=O)CCC2

compound no.	41	42	43	44	45	46	47	48
Dyrk1A ADPGlo	-1	-11	-2	5	-1	-2	4	9
HDAC3 inhib	7	1	0	1	-2	-3	-4	-1
GSK3A inh	-1	-1	1	-1	-1	-1	0	-3
Platelet DG rel	22	-5	-13	7	1	-38	-7	-8
HSP90 inh	1	2	-2	-4	2	1	1	x
PolyA inhibitor	i	i	i	i	i	i	i	i
HSF1 activator	2	-7	8	11	4	-13	-5	23
GSK3B inh	0	2	1	1	0	-1	0	-3
HSF1 inh	-7	-2	8	-3	-6	4	-1	10
AI-2 QS mod	8	16	-6	15	11	18	11	16

49	Cc1ccc(Cc2c(C)nc3nc(SCC(=O)NCCCN4CCCCC4)nn3c2C)cc1
50	C=CCOC(=O)C(=O)/C=C/c1csc2ccccc12
51	Cc1cccc(C(=O)Nc2ccc(S(=O)(=O)N3CCOCC3)cc2)c1[N+](=O)[O-]
52	c1cc(CSc2nnc(-c3ccc4c(c3)OCO4)o2)ccn1
53	Cc1cn(COC/C=C/c2ccccc2)c(=O)[nH]c1=O
54	Cc1ccc(/C=C2/NC(=O)N(Cc3ccccc3F)C2=O)s1
55	Cc1ccc(CNC(=O)c2ccc[nH]2)cc1
56	O=C(NCc1cccs1)C1CC1

compound no.	49	50	51	52	53	54	55	56
Dyrk1A ADPGlo	0	-4	-4	28	1	4	3	-3
HDAC3 inhib	5	14	11	7	-1	x	3	3
GSK3A inh	0	0	-1	49	7	-3	-5	-1
Platelet DG rel	12	-2	-1	-4	-18	10	-8	-3
HSP90 inh	1	3	0	-2	-4	0	1	0
PolyA inhibitor	i	i	i	i	i	i	i	i
HSF1 activator	11	-10	-3	31	-6	16	7	6
GSK3B inh	x	1	1	-36	-5	1	1	-4
HSF1 inh	-8	-2	-7	16	3	-5	3	-4
AI-2 QS mod	x	8	14	-21	-40	16	3	55

Some of the compounds tested, so the mix of outcomes need not match the whole.
